Screening results: PubChem BioAssay, National Center for Advancing Translational Sciences (NCATS)
Coupling enz: qHTS Assay for Inhibitors of Fructose-1,6-bisphosphate Aldolase from Giardia Lamblia: Coupling assay counterscreen; activity change, negative = inhibition, % at 58.2 µM, hits read low; actives 0.67% (n = 290,000); coupling enzyme system counterscreen, AmpLite Red fluorescence; in the data active means activity change below about -30%; further: on the % scale 0 is the no-effect control and ±100 the full control effect
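First, compound is pin-transferred into glyceraldehyde-3-phosphate coupling-enzyme reagent at 57.5 uM final and held 10 min at RT. Next, substrate, coupling system and AmpLite Red are added. After 20 min RT, fluorescence (525/598 nm) is read.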
Menin MLL FP TR: qHTS Assay for Inhibitors Targeting the Menin-MLL Interaction in MLL Related Leukemias: Competition With Texas Red Labeled MLL-derived Mutant Peptide | O00255 | Menin + Texas Red MLL mutant peptide, fluorescence polarization | Potency, µM (titrated, usually from 61.6 µM), without a hit: top-dose FP activity change, negative = inhibition, most hits filed as inhibitors | actives 0.23% (n = 270,000) | AID 1768, 2009; active means well fitted inhibition curve with a large enough effect in the polarisation, with a control signal flat, not every such curve was filed as active; inconclusive means small, poorly fitted or top-dose-only effect, or effect the other way, or a change in a side signal; inactive means no such curve, though single readings can be large or run the other way; the % refers to the polarisation; further: potency means the concentration at half of the fitted maximal effect; % of control where 0% means no effect; many of its hits are not listed in these tables
ASM inhibitor: Inhibitors of Secretory Acid Sphingomyelinase (S-ASM): qHTS | placental ASM, HMU-PC fluorogenic substrate, 60 min | Potency, µM (titrated, usually from 57.5 µM), inactives show at the top dose activity change, negative = inhibition, actives largely listed as inhibitors | actives 0.006% (n = 340,000); further: potency means the concentration at half of the fitted maximal effect
Target sequence (P17405 47-631 limits assumed): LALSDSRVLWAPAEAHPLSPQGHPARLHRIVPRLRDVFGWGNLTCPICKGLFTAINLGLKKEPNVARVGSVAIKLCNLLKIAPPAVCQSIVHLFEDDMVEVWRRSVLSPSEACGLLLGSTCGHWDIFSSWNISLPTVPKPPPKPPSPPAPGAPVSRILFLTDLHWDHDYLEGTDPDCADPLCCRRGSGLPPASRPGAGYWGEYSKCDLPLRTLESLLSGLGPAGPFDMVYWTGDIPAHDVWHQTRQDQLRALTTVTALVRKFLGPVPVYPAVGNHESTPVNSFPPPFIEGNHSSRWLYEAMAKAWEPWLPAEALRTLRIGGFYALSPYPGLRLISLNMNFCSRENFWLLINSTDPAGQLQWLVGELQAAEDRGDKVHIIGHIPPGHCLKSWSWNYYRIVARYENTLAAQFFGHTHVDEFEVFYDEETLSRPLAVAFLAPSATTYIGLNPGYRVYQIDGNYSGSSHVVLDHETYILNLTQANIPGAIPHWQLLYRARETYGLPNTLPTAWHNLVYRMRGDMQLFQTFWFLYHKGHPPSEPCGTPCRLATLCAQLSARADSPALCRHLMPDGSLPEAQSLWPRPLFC
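qHTS format. ASM enzyme prepared from human placenta hydrolyses the fluorogenic substrate HMU-PC0 (9 uM final) over 60 min at 37 °C after a 10 min compound preincubation.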
Tb PFK block: qHTS Assay to Find Inhibitors of T. brucei phosphofructokinase; ATP-dependent 6-phosphofructokinase (Trypanosoma brucei brucei), O15648; T. brucei PFK, ADP-Glo luminescence; Potency, µM (doses to about 57.5 µM), for the others: at the top dose activity, negative = inhibition, most hits filed as inhibitors; actives 0.17% (n = 330,000); AID 485367, 2010;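 further: potency means the concentration at half of the fitted maximal effect; 0% = uninhibited 1x PFK enzyme wells and -100% = no-enzyme wells; nearly all actives have a fitted effect of over 60% in size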
Target sequence (O15648 whole entry, looked up): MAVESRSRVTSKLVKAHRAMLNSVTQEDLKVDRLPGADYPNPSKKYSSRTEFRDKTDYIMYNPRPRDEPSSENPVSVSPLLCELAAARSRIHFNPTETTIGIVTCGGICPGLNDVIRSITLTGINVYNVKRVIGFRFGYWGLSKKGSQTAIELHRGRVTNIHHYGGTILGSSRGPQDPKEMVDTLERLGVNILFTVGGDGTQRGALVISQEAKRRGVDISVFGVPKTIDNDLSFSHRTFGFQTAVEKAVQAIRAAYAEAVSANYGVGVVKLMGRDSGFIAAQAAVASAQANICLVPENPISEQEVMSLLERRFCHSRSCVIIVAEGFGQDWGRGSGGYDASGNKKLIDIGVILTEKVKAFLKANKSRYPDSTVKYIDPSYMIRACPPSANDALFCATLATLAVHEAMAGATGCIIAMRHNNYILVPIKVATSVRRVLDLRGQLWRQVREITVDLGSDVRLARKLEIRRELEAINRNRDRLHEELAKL
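Luminescent ADP detection (ADP-Glo, two-step: ATP depletion then ADP-to-ATP conversion for luciferase) reported PFK activity after 45 min room-temperature reaction of 1.25 nM enzyme with 0.5 mM F6P and 0.1 mM ATP at pH 8.0.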
B2AR arrestin: qHTS assay of beta-arrestin-biased ligands of beta2-adrenergic receptor | Beta-2 adrenergic receptor (Homo sapiens), P07550 | beta-arrestin recruitment to beta2AR, cell-based reporter | Potency, µM (highest dose often 46.1 µM), without a hit: top-dose activation, actives largely listed as activators | actives 0.02% (n = 330,000) | AID 492947, 2010;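 further: potency means the concentration at half of the fitted maximal effect; 0% = DMSO controls and full agonism = EC100 isoproterenol or metaproterenol; nearly all actives have a fitted effect of over 65% in size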
PKM2 act: qHTS Assay for Activators of Human Muscle isoform 2 Pyruvate Kinase; Pyruvate kinase PKM (Homo sapiens), P14618; purified PKM2, Kinase-Glo ATP luminescence, activation; response scale: 0% is enzyme alone, no compound; Potency, µM (doses to about 57.5 µM), inactives show at the top dose activation, most hits filed as activators; actives 0.34% (n = 260,000); AID 1631, 2009; further: potency means the concentration at half of the fitted maximal effect; on the % scale 0 is the no-effect control and ±100 the full control effect; nearly all actives have a fitted effect of over 55% in size
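ATP formation by purified human PK-M2, quantified via coupled luciferase luminescence after 1 h at room temperature with 0.1 mM ADP and 0.5 mM PEP final.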
BCR signal inh: qHTS Assay to Find Inhibitors of Chronic Active B-Cell Receptor Signaling; ABC-DLBCL IkBa-CBG/CBR reporter, luminescence ratio, 4 h; Potency, µM (series often up to 46.1 µM), for inactives: at the highest dose ratio change, negative = lower green/red ratio, usual class: inhibitors; actives 0.05% (n = 340,000); active means well fitted inhibition curve with a large enough effect in the signal ratio, with a control signal flat, not every such curve was filed as active; inconclusive means small, poorly fitted or top-dose-only effect, or effect the other way, or a change in a side signal; the % refers to the signal ratio;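 further: potency means the concentration at half of the fitted maximal effect; plate controls were basal doxycycline-induced cells for no effect and cells given 10 µM MG132 for full effect; MG132 reads +100%, hits lower the ratio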
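Compounds up to 46 uM were incubated four hours with TMD8 cells whose green CBG68 luciferase is fused to IkappaBalpha; red CBR luminescence normalised the signal, and concentration-effect curves were fitted to fusion, red and ratio data.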
TSG101-PTAP inh: qHTS Assay for Iinhibitors of HIV-1 Budding by Blocking the Interaction of PTAP/TSG101; Tumor susceptibility gene 101 protein (Homo sapiens), Q99816; 340,000 tested, under 10 active; Fluorescence polarization, FITC-PTAP peptide / Tsg101 binding; AID 493005, 2010; Potency, µM (doses to about 115 µM), without a hit: at the top dose activity change, negative = inhibition, actives largely listed as inhibitors; active means well fitted inhibition curve with a large enough effect in the main read-out, with a control signal flat, not every such curve was filed as active; inconclusive means small, poorly fitted or top-dose-only effect, or effect the other way, or a change in a side signal; inactive means no such curve, though single readings can be large or run the other way; further: potency means the concentration at half of the fitted maximal effect; % of control where 0% means no effect
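Compounds were pin-transferred onto Tsg101 binding domain (10 uM final) in HEPES pH 7.5 buffer, then FITC-PTAP peptide was added at 50 nM final. After 20 min at RT, polarization reported peptide displacement across a qHTS concentration series.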
Integrin act MD: qHTS for Activators of Integrin-Mediated Alleviation for Muscular Dystrophy; alpha7betagal myoblasts, beta-gal FDG fluorescence, 48 h; Potency, µM (doses to about 38.3 µM), for inactives: at the highest dose activation, usual class: activators; actives 0.064% (n = 350,000); AID 624291, 2012;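 further: potency means the concentration at half of the fitted maximal effect; 100% = response of the positive control SU9516; nearly all actives have a fitted effect of over 60% in size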
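Alpha7betagal+/- myoblasts (passage 13) were plated 16-24 hr, then exposed to compounds (1:260 dilution of DMSO stock) for 48 hours at 37C. After MPER lysis, β-galactosidase reporter activity was read as FDG fluorescence (ex 480/em 540) after 30 minutes.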
GALK inhibitor: qHTS Assay for Inhibitors of Human Galactokinase (GALK). P51570. Purified GALK, Kinase-Glo residual ATP luminescence. Potency, µM (titrated, usually from 57.5 µM), for inactives: at the highest dose activity change, negative = inhibition, most hits filed as inhibitors. actives 0.007% (n = 270,000). AID 1868, 2009; further: potency means the concentration at half of the fitted maximal effect; on the % scale 0 is the no-effect control and ±100 the full control effect
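Compounds were pin-transferred into ATP buffer (35 uM final), then GALK plus galactose (5 nM, 100 uM final) was added. After 1 h at room temperature, Kinase-Glo Plus was added and luminescence read after 10 min.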
Giardia kill: Small Molecules that selectively kill Giardia lamblia: qHTS | activity change, % at 7.66 µM, hits read low | Giardia lamblia trophozoite viability | actives 0.15% (n = 340,000); in the data active means activity change below about -80%; inconclusive means between about -30% and that limit;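 further: parasites exposed to compound for two days anaerobically before the ATP read; on the % scale 0 is the no-effect control and ±100 the full control effect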
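Luminescence from cellular ATP indicates surviving trophozoites (100 cells/well) following 48 hrs anaerobic compound treatment at 37 deg C; signal develops 15-30 min at room temperature.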
Starred values were filed as active, the others as inactive; i = inactive; ? = inconclusive; nt = not tested or not shown; [ ] = another dose, or the depositor's remark. Unless noted, the call rests on the fitted dose curve; in most records, active means well fitted curve in the direction sought with a large enough effect; inconclusive means small, poorly fitted or top-dose-only effect, or another doubt; inactive means no such curve, though single readings can be large; an effect the other way counts as inactive or inconclusive. A portion of the library. The share of hits here may be higher or lower than overall.

SMILES	Coupling enz	Menin MLL FP TR	ASM inhibitor	Tb PFK block	B2AR arrestin	PKM2 act	BCR signal inh	TSG101-PTAP inh	Integrin act MD	GALK inhibitor	Giardia kill
COc1ccc(C(=O)NCc2ccc(Cl)cc2)cc1S(=O)(=O)N1CCCC1	nt	nt	-5%	?	-0.7%	nt	?	-7%	26%	nt	-25
CCC(=O)Nc1ccc(NC(=O)CSc2nnc(C(C)C)n2C)cc1	4	-3%	-2%	1%	0.3%	-3%	4%	-6%	18%	3%	19
COc1ccc(CCNc2c3ccccc3nc3ccccc23)cc1OC	-3	nt	i	12%	-0.6%	19%	16%	-3%	-78%[inhibitor]	1%	6
CC(C)(C)C(=O)Nc1nnc(CSCc2ccccc2F)s1	3	-18%	2%	8%	-0.4%	10%	18%	-6%	-14%	1%	-28
Cc1cc(-c2ccc(Br)cc2)n[nH]1	2	-4%	-2%	-1%	0.0%	4%	2%	1%	10%	6%	-17
NC(=O)c1cc[n+](CC(=O)c2ccc(NC(=O)c3ccccc3)cc2)cc1	0	11%	-4%	-29%	0.3%	-4%	?	0%	-24%	0%	-7
CC1CCc2nn(CC(=O)NC3CCCC(C)C3C)cc2C1 (stereo not drawn)	0	-14%	-4%	-9%	-0.6%	-1%	?	-6%	5%	1%	-19
Cc1cc(C)cc(SCc2noc(C(=O)NC(C)C)c2C(=O)O)c1	6	-3%	6%	5%	-0.4%	-2%	2%	-4%	5%	-4%	8
CC(C)CNC(=S)NNC(=O)c1csc2c1CCC(C)C2 (stereo not drawn)	1	0%	-1%	2%	-0.8%	-1%	-3%	-4%	-12%[7.66 µM]	-2%	4
CN1C(=O)C(O)(c2nnc(-c3ccccc3)o2)c2ccccc21 (stereo not drawn)	2	2%	6%	-5%	0.2%	-2%	-3%	0%	9%	0%	0
CC(C)CC(NC(=O)c1ccco1)C(=O)Nc1ccc2c(c1)OCCO2 (stereo not drawn)	0	-7%	0%	1%	-0.4%	4%	0%	-2%	-23%	2%	6
COC(=O)[C@]1(S(=O)(=O)c2ccccc2)C[C@@H]2ON=C(c3ccc(OC)cc3)[C@@H]2C1	-6	24%	1%	3%	7.5%	-7%	1%	-5%	26%	nt	-8
O=C(N/N=C/c1cc([N+](=O)[O-])ccc1O)Nc1ccccc1	-2	?	-11%	-1%	0.5%	-3%	?	1%	-10%	-1%	-12
COC(=O)c1sccc1NC(=O)Nc1ccc(C)cc1	nt	nt	-2%	-15%	-0.6%	-37%	?	1%	-3%	6%	-7
Cc1nnc(NC(=O)c2ccccc2F)s1	-1	-1%	2%	17%	-0.2%	-8%	7%	5%	-17%	3%	-3
Cc1cccc(C)c1NC(=O)COC(=O)c1c(C)nn(-c2ccccc2)c1C	nt	nt	4%	-5%	0.5%	nt	0%	-2%	10%	nt	14
COc1ccc2cc3cc(C(=O)N4CCN(C5CCCCC5)CC4)oc3nc2c1	nt	nt	16%	3%	-1.1%	nt	7%	1%	11%	-3%	-21
COc1cccc(Nc2cc(N3CCOCC3)c3nonc3c2[N+](=O)[O-])c1	-10	1%	0%	-4%	0.5%	-2%	-8%	-5%	39%	-1%	2
O=C(CSc1nc2ccccc2c(=O)n1Cc1ccccc1)NCc1ccco1	0	0%	3%	-2%	-0.5%	1%	5%	-4%	15%	-2%	-8
Cc1nc(SCC(=O)c2cccc([N+](=O)[O-])c2)n[nH]1	4	12%	-2%	?	0.1%	-1%	?	1%	-14%	-2%	25
O=C(NCC1CCCO1)c1ccc(CSCc2cccc(F)c2)o1 (stereo not drawn)	1	1%	-3%	-12%	0.3%	-9%	?	-1%	17%	-1%	10
Cc1cccc(-n2nc(CC#N)c(C#N)c2N)c1	0	-2%	4%	2%	-0.2%	2%	2%	0%	20%	1%	10
Cc1cc(C)c(S(=O)(=O)N2CCN(C(=O)c3ccc4c(c3)OCO4)CC2)c(C)c1	-2	?	-3%	2%	0.0%	4%	-12%	-3%	14%	0%	18
O=C(NCc1ccco1)c1ccc2c(c1)C(=O)N(C1CCCCC1)C2=O	2	9%	-1%	6%[0.46 µM]	-0.2%	2%	?	-1%	8%	0%	25
CCOC(=O)c1oc2ccccc2c1NC(=O)COc1ccc(F)cc1	0	2%	7%	0%	-0.4%	-9%	24%	-2%	2%	3%	-13

Next section.
SMILES	Coupling enz	Menin MLL FP TR	ASM inhibitor	Tb PFK block	B2AR arrestin	PKM2 act	BCR signal inh	TSG101-PTAP inh	Integrin act MD	GALK inhibitor	Giardia kill
OCc1ccccc1N=c1ssnc1Cl	3	-1%	nt	-7%	-0.5%	-15%	-2%	nt	nt	0%	nt
O=C(c1ccc(OC2CCN(Cc3cccc(OCCO)c3)CC2)cc1)N1CCCC1	nt	nt	4%	-9%	-0.3%	nt	-2%	-6%	3%	0%	-7
Cc1cccc2cc(CN(Cc3ccc(F)cc3)C(=O)N3CCOCC3)c(=O)[nH]c12	1	-28%	0%	0%	0.2%	-13%	14%	-4%	-2%	-3%	-14
COc1ccccc1OCC(=O)NCCc1nc2ccccc2[nH]1	1	11%	0%	0%	-0.4%	-2%	?	-4%	7%	3%	-2
COc1ccc(-c2oc(=O)c3cc(OC)c(OC)cc3c2/C=C/c2ccc([N+](=O)[O-])cc2)cc1	nt	nt	-8%	0%	-1.4%	nt	0%	-5%	14%	nt	-4
CC12c3ccccc3C(c3ccccc31)C1C(=O)N(Cc3cccnc3)C(=O)[C@H]12 (stereo partly drawn)	3	1%	4%	5%	-0.9%	-9%	-4%	-3%	-13%	0%	9
CC(C)(C)NC(=O)CN(Cc1ccc2c(c1)OCO2)C(=O)CNS(=O)(=O)c1ccc(F)cc1	0	nt	4%	-22%	0.0%	nt	5%	-1%	0%	-2%	2
C[C@@H](C(=O)Nc1cccc(S(=O)(=O)N2CCOCC2)c1)N1C(=O)C2CC=CCC2C1=O (stereo partly drawn)	-1	0%	-1%	-9%	0.0%	-1%	-4%	3%	14%	8%	7
COc1ccccc1N1CCN(C2CCCN(C(=O)CCC(C)=O)C2)CC1 (stereo not drawn)	2	2%	2%	3%	-1.2%	-4%	-10%	-1%	-7%	-4%	-4
Cc1ccc(C(CC(=O)N2CCCC2)c2ccccc2)c(O)c1C (stereo not drawn)	-1	1%	-4%	6%	-0.1%	-2%	?	-2%	-7%	-3%	-12
CN(Cc1ccccc1)C(=O)CN1C(=O)c2ccccc2C1=O	0	7%	1%	-3%	?	1%	1%	-1%	-3%	-2%	9
O=C(NCC(=O)N(c1cccc(F)c1)C(C(=O)NC1CCCC1)c1ccco1)c1ccco1 (stereo not drawn)	3	-7%	4%	-1%	0.1%	-1%	5%	-6%	-1%	16%	27
O=C(COC(=O)c1cccs1)c1ccc2ccccc2c1	-5	12%	-1%	-2%	-0.3%	-14%	?	-9%	-15%	-6%	-6

Some of the entries so far, with bars between the fields.
structure | Coupling enz | Menin MLL FP TR | ASM inhibitor | Tb PFK block | B2AR arrestin | PKM2 act | BCR signal inh | TSG101-PTAP inh | Integrin act MD | GALK inhibitor | Giardia kill
Cc1ccc(C(CC(=O)N2CCCC2)c2ccccc2)c(O)c1C (stereo not drawn) | -1 | 1% | -4% | 6% | -0.1% | -2% | ? | -2% | -7% | -3% | -12
CN(Cc1ccccc1)C(=O)CN1C(=O)c2ccccc2C1=O | 0 | 7% | 1% | -3% | ? | 1% | 1% | -1% | -3% | -2% | 9
O=C(COC(=O)c1cccs1)c1ccc2ccccc2c1 | -5 | 12% | -1% | -2% | -0.3% | -14% | ? | -9% | -15% | -6% | -6
